High-throughput results from PubChem.
DRD3 agonist – qHTS of D3 Dopamine Receptor Agonist: qHTS; AID 652048, 2013; D(3) dopamine receptor (Homo sapiens), P35462; D3R DiscoveRx beta-arrestin cells, luminescence, 90 min; max activation, %; 410,000 tested, 0.58% active; in the data active means max activation above about 30%; further: 0% is about no effect; mostly tested at two doses, the higher about 12 µM
Target sequence (P35462 whole entry, looked up): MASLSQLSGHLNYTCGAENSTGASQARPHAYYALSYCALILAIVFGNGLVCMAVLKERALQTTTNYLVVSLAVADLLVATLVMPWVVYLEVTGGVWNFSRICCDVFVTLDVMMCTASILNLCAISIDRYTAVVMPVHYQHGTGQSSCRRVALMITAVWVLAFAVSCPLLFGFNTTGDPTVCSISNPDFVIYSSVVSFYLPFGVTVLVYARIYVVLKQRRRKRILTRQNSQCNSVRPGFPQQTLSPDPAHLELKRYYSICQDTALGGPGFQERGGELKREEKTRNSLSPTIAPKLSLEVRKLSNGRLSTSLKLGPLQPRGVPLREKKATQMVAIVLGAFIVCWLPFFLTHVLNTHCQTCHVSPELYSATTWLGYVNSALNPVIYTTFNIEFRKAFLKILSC
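Agonist mode: compounds and dopamine controls were applied to plated cells for 90 min at 37 degrees C after an overnight attachment at 1500 cells/well. Luminescent read-out followed 30 - 60 minutes at room temperature with DiscoveRx detection reagent.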
PTHR1 agonist – qHTS for PTHR1 Agonists: Primary Screen | Potency, µM (highest dose often 115 µM), for the others: at the highest dose activation, most hits filed as activators | HEK293 GP2 PTHR1 cells, GloSensor cAMP luminescence, 1 h | 410,000 tested, 0.075% active; active means well fitted activation curve with a large enough effect; inconclusive means small, poorly fitted or top-dose-only effect, or another doubt; inactive means no such curve, though single readings can be large or run the other way; further: potency means the concentration at half of the fitted maximal effect; nearly all actives have a fitted effect of over 55% in size; some results filed as inactive show a strong effect at the top dose; inactives centre near -15; many of its hits are not listed in these tables
Target sequence (Q03431 whole entry, looked up): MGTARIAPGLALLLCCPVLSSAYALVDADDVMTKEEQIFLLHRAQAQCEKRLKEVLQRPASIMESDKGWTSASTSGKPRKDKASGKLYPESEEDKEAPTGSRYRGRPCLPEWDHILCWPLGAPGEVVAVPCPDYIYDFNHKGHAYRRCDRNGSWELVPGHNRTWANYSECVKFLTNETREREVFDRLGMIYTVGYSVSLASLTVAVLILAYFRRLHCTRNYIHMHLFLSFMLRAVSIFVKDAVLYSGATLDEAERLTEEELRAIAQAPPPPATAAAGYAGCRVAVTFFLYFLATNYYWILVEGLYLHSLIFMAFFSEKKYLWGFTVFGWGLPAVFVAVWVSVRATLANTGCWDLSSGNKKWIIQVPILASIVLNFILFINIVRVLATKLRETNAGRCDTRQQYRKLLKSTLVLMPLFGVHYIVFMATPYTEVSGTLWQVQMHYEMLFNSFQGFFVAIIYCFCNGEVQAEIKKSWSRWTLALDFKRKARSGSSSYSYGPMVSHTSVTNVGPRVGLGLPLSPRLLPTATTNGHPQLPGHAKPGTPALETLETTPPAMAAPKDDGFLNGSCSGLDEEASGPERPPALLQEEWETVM
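HEK-293-derived GP2 cells expressing PTHR1 and a GloSensor cAMP reporter, 3,000/well, plated overnight, given luciferin plus IBMX (each 0.5 mM as added) for 1 h at 37 °C, then compound for 1 h at 37 °C. Luminescence was read after 15 min at room temperature.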
Numbers without * were called inactive; i = inactive; ? = inconclusive; [ ] = remark or other dose. The list is partial (hit frequency here may not be typical).

SMILES | DRD3 agonist | PTHR1 agonist
COc1ccc(NC(=O)c2oc3ccccc3c2NC(=O)Cc2coc3ccc(C)cc23)cc1 | 9 | -15%
CCn1cc(C(=O)N2CCN(c3ccccc3OC)CC2)c(=O)c2cc(S(=O)(=O)N3CCCCC3)ccc21 | -9 | i
COc1ccc(OC)c(NC(=O)CSC2=Nc3ccccc3C3=NC(CC(=O)NCc4ccco4)C(=O)N23)c1 (stereo unspecified) | -11 | -20%
CCOC(=O)c1ccc(NC(=O)CSc2nccn2Cc2ccc(OC)cc2)cc1 | -9 | -90%[inhibitor]
CCN(CC)S(=O)(=O)c1ccc2c(c1)N(CC(=O)NCCc1ccc(OC)c(OC)c1)C(=O)CO2 | -16 | i
Cc1cccc(-c2noc(-c3ccc(N4CCN(C)CC4)c([N+](=O)[O-])c3)n2)c1 | -18 | -67%[inhibitor]
COc1ccc2cc3cc(C(=O)N4CCN(c5ccccc5F)CC4)oc3nc2c1 | -2 | -49%
Cc1ccc(S(=O)(=O)N(CC(=O)Nc2c(C)cccc2C)c2cccc(Cl)c2)cc1 | -5 | 0%
Cc1cccc(-n2c(C)nc3cc(C(=O)NCCC4=CCCCC4)ccc32)c1 | -21 | i
Cc1ccc(-n2cc(C(=O)OCc3ccc(Cl)cc3)c3ccccc3c2=O)cc1 | 3 | -6%
CCC(Sc1nnc2c3ccccc3n(CC)c2n1)C(=O)Nc1nnc(C(C)C)s1 (stereo unspecified) | -3 | -19%
COc1ccc(S(=O)(=O)NCc2ccc3c(c2)CCN3C(=O)c2ccccc2)cc1OC | 6 | -23%
CCCSCCCNC(=O)C1CCN(c2nc3ccccc3nc2C(F)(F)F)CC1 | -9 | -15%
Cc1cc(S(=O)(=O)Nc2ccc(C(=O)O)cc2)c(C)c(S(=O)(=O)c2ccc(Cl)cc2)c1 | 0 | -26%
CC(=O)N1c2ccc(S(=O)(=O)NCC3CCC(C(=O)Nc4cccc(F)c4)CC3)cc2CC1C (stereo unspecified) | 2 | -32%[inhibitor]
CCOc1ccc(OCC)c(NS(=O)(=O)c2ccc(-c3coc(C)n3)cc2)c1 | 6 | -28%
Cn1cc(S(=O)(=O)N2CCCCCC2)cc1C(=O)N1CCN(c2ccc(F)cc2)CC1 | -2 | -22%
Cc1c2cnn(-c3ccccc3)c(=O)c2c(C)n1C(C)C(=O)Nc1ccc(Br)cc1F (stereo unspecified) | -9 | i
Cc1ccc(S(=O)(=O)N2CCN(Cc3cc(Br)ccc3O)CC2)cc1 | -14 | -34%[inhibitor]
COc1ccc(-c2nc(C)c(CCNC(=O)c3c(F)cccc3F)s2)cc1 | 0 | -2%
CC(C)OCCCn1c(=O)c2ccccc2n2c(-c3cc(Cl)ccc3O)nnc12 | 5 | -16%
COc1ccc(-c2cn3c(n2)sc2cc(C(=O)NC4CCCCC4)ccc23)cc1 | 7 | i
Cc1csc2nc(-c3cccc(NC(=O)C(C)C)c3)cn12 | -21 | i
CC(=O)N1CCCC1c1nc2ccccc2n1Cc1cccc(C)c1 (stereo unspecified) | -10 | i
CCCNC(=O)Cn1nc(-c2ccc(C)cc2)c2cnc3ccc(CC)cc3c21 | -16 | -14%
Cc1ccc(CCNC(=O)CCc2cn(Cc3ccccc3C)c3ccccc23)cc1 | -10 | -29%
Cc1cccc(CNC(=O)c2cnc3sc(N4CCCCC4)nn3c2=O)c1 | 7 | -4%
COc1ccc(NC(=O)Cn2c(=O)n(Cc3ccco3)c(=O)c3cc(OC)c(OC)cc32)cc1 | 5 | -7%
Cc1ccc(C2c3[nH]c4ccccc4c3CCN2C(=O)c2ccccc2Br)cc1 (stereo unspecified) | -2 | i
Cc1ccc(O)c(NC(=O)c2cc(-c3ccccc3O)no2)c1 | 3 | i
CCOC(=O)N1CCc2c(sc3c2c(=O)n(-c2ccc(Cl)cc2)c(=O)n3Cc2cccc(C)c2)C1 | -5 | 15%
CCn1c(=O)c2cc(C(=O)NC3CCC(C)CC3)sc2c2ccccc21 (stereo unspecified) | -15 | 1%
CCC(C)n1c(=O)c2sccc2n2c(CCCC(=O)NCc3ccccc3Cl)nnc12 (stereo unspecified) | 3 | -17%
Cc1ccc(NC(=O)C(CC(C)C)NS(=O)(=O)c2ccc3c(c2)oc(=O)n3C)c(C)c1 (stereo unspecified) | -10 | -12%
O=C(CN1CCCN(Cc2ccccc2F)S1(=O)=O)Nc1ccc(F)c(Cl)c1 | -3 | -15%
Cc1ccccc1CSc1cn(CC(=O)N2CCCCC2)c2ccccc12 | 17 | -1%
Cc1c(CCNC(=O)c2ccc(Br)o2)sc2nc(-c3ccc(Cl)cc3)nn12 | -6 | -27%
COc1ccc(N2CCN(c3oc(-c4ccccc4C)nc3S(=O)(=O)c3ccccc3)CC2)cc1 | 4 | -23%
Cc1cc(N2CCN(C)CC2)nc2ccc(NC(=O)Nc3cccc(Cl)c3)cc12 | -22 | i
CCOC(=O)c1ccc2[nH]c(CSc3nnc(-c4cccc(F)c4)n3C)cc(=O)c2c1 | 9 | -22%

15 compounds from above, ordered by length of the SMILES, rising.
SMILES | DRD3 agonist | PTHR1 agonist
Cc1csc2nc(-c3cccc(NC(=O)C(C)C)c3)cn12 | -21 | i
CC(=O)N1CCCC1c1nc2ccccc2n1Cc1cccc(C)c1 (stereo unspecified) | -10 | i
Cc1ccc(O)c(NC(=O)c2cc(-c3ccccc3O)no2)c1 | 3 | i
Cc1ccccc1CSc1cn(CC(=O)N2CCCCC2)c2ccccc12 | 17 | -1%
COc1ccc(-c2nc(C)c(CCNC(=O)c3c(F)cccc3F)s2)cc1 | 0 | -2%
Cc1ccc(CCNC(=O)CCc2cn(Cc3ccccc3C)c3ccccc23)cc1 | -10 | -29%
Cc1cccc(-n2c(C)nc3cc(C(=O)NCCC4=CCCCC4)ccc32)c1 | -21 | i
O=C(CN1CCCN(Cc2ccccc2F)S1(=O)=O)Nc1ccc(F)c(Cl)c1 | -3 | -15%
COc1ccc(-c2cn3c(n2)sc2cc(C(=O)NC4CCCCC4)ccc23)cc1 | 7 | i
COc1ccc(S(=O)(=O)NCc2ccc3c(c2)CCN3C(=O)c2ccccc2)cc1OC | 6 | -23%
COc1ccc(NC(=O)c2oc3ccccc3c2NC(=O)Cc2coc3ccc(C)cc23)cc1 | 9 | -15%
CCOC(=O)c1ccc2[nH]c(CSc3nnc(-c4cccc(F)c4)n3C)cc(=O)c2c1 | 9 | -22%
Cc1cccc(-c2noc(-c3ccc(N4CCN(C)CC4)c([N+](=O)[O-])c3)n2)c1 | -18 | -67%[inhibitor]
Cc1ccc(NC(=O)C(CC(C)C)NS(=O)(=O)c2ccc3c(c2)oc(=O)n3C)c(C)c1 (stereo unspecified) | -10 | -12%
COc1ccc(OC)c(NC(=O)CSC2=Nc3ccccc3C3=NC(CC(=O)NCc4ccco4)C(=O)N23)c1 (stereo unspecified) | -11 | -20%

The list goes on.
SMILES | DRD3 agonist | PTHR1 agonist
COc1ccc(S(=O)(=O)NCCc2sc(-c3ccccc3)nc2C)cc1OC | 3 | -8%
Cc1ccc2c(=O)cc(C(=O)N(Cc3ccc(C(C)(C)C)cc3)C3CCS(=O)(=O)C3)oc2c1 (stereo unspecified) | -1 | i
Cc1ccc(-n2c3nc(=O)n(C)c(=O)c-3cc3c(Cl)cccc32)c(C)c1 | -3 | 11%
CCOc1ccc(NC(=O)CSc2nc3ccccc3c(=O)n2CCC(=O)NC2CCCCC2)cc1 | 1 | i
CN(C)S(=O)(=O)c1ccc2c(c1)N(CC(=O)N1CCCCC1)CCS2 | -5 | i
CCOc1ccc(N2C(=O)CS(=O)(=O)C23C(=O)N(Cc2cccc(Cl)c2)c2ccccc23)cc1 (stereo unspecified) | 3 | -3%
COc1cccc(CCNC(=O)c2c(O)nc3c(C)cccn3c2=O)c1 | -10 | -17%
CC(=O)c1ccc(N2CCN(C(=O)CS(=O)(=O)c3cccc4nsnc34)CC2)cc1 | 1 | -21%
CCc1nn2c(=O)c(S(=O)(=O)Nc3ccc(Br)cc3F)c(C)nc2s1 | -5 | i
CCN(CC)c1ccc(C2Nc3ccccc3-c3cc(C)nn32)cc1 (stereo unspecified) | -9 | -2%
CCOc1cccc(CC(=O)N2CCc3c([nH]c4ccccc34)C2c2ccccc2)c1OCC (stereo unspecified) | 3 | -1%
Cc1ccc(-c2cn3cccnc3n2)cc1NC(=O)Nc1ccc(F)cc1 | -4 | -12%
COc1ccc(NC(=O)c2c(NCc3cccs3)sc3c2CCCC3)c(OC)c1 | -18 | -43%[inhibitor]
CCc1ccc(S(=O)(=O)c2cn(C)c3cc(N4CCC(C)CC4)c(F)cc3c2=O)cc1 | 6 | -3%
CCOc1ccc(CC(=O)NCCc2csc(-c3ccc(Cl)cc3)n2)cc1 | 9 | -95%[inhibitor]
COc1ccc2c(CC(=O)Nc3ccc(C)cc3)coc2c1 | -11 | -50%[inhibitor]
COc1cc(-c2nnn(CC(=O)Nc3ccc(OC(F)(F)F)cc3)n2)cc(OC)c1OC | -29 | -2%
Cc1cccc(C)c1NC(=O)C(NS(=O)(=O)c1ccc2c(c1)CCC(=O)N2)c1ccccc1 (stereo unspecified) | 8 | i
CCc1ccccc1N(C)C(=O)c1cnc(N2CCOCC2)c2ccccc12 | 5 | -6%
CCCOC(=O)c1cccc(Nc2nc(CCC)cc(=O)[nH]2)c1 | 17 | -94%[inhibitor]

2 entries from above, with two lines to a compound.
Screens in order: DRD3 agonist | PTHR1 agonist
- CCOc1ccc(NC(=O)CSc2nc3ccccc3c(=O)n2CCC(=O)NC2CCCCC2)cc1
 : 1 | i
- CN(C)S(=O)(=O)c1ccc2c(c1)N(CC(=O)N1CCCCC1)CCS2
 : -5 | i

(further entries)
SMILES | DRD3 agonist | PTHR1 agonist
CCOc1ccccc1NC(=O)Cn1c(=O)n(-c2ccc(F)cc2)c(=O)c2c3c(sc21)CN(C(C)=O)CC3 | -4 | -20%
COc1ccc(C)cc1NS(=O)(=O)c1cc(Br)cc2c1N(C(C)=O)C(C)C2 (stereo unspecified) | -11 | i
Cc1cc(-n2c(SCC(=O)NCc3ccccc3)nc3ccsc3c2=O)ccc1Cl | 3 | i
Cc1ccc(S(=O)(=O)CC(=O)Nc2sc3c(c2C#N)CCCC3)cc1 | -13 | ?
CCCC12CN3CC(C)(CN(C1)C3c1cn(CC)c3ccccc13)C2=O (stereo unspecified) | -2 | i
CCOC(=O)c1ccc(NC(=O)C2=C(C)C(=O)OC23CCN(C(C)=O)CC3)cc1 | 5 | -22%
COc1ccc(CCNC(=O)C2CCN(c3nc4ccccc4nc3C(F)(F)F)CC2)c(OC)c1 | -8 | i
CCOc1ccc(C(=O)c2cnc3ccc(Cl)cc3c2S(=O)(=O)c2ccc(C)cc2)cc1 | -1 | -36%[inhibitor]
COc1cccc(N2C(=O)C(CC(=O)Nc3cccc(F)c3)N(C3CCCC3)C2=O)c1 (stereo unspecified) | -16 | 27%
CCC(=O)N1CCc2cc(S(=O)(=O)NC(CC(C)C)C(=O)Nc3cc(C)ccc3OC)ccc21 (stereo unspecified) | -4 | i
Cc1c(Cl)ccc2sc(N3CCN(C(=O)CS(=O)(=O)c4ccccc4)CC3)nc12 | 1 | -21%
CCOc1ccc(NC(=O)CSc2nnc(-c3ccc(OCC)cc3)o2)cc1 | -18 | i
O=C(Nc1ccc2oc(-c3ccncc3)nc2c1)c1ccccc1Cl | 6 | -34%[inhibitor]
Cc1cccc(-c2nc(SCCCOc3ccccc3Cl)n3[nH]c(=O)cc3n2)c1 | -4 | i
COc1ccc(-c2cn3cccnc3n2)cc1NC(=O)COc1ccccc1 | 7 | i
COc1cccc(N(CC(=O)N2CCC(C)CC2)S(=O)(=O)c2ccc(C)cc2)c1 | 7 | -6%
CCOc1ccc(C(=O)Nc2ccc(S(=O)(=O)N3CCCCC3c3cccnc3)cc2)cc1 (stereo unspecified) | -5 | -42%[inhibitor]
O=C(CSc1nc(=O)[nH]c2c1CCCC2)NCc1ccccc1Cl | 3 | -13%
Cc1oc(-c2ccc(Cl)cc2)nc1Cn1c(=O)cc(C)c2c(C)nn(-c3ccccc3)c21 | 3 | -26%
Cc1nn(-c2ccccc2)c(OC(=O)C(C)(C)C)c1Sc1ccccc1 | -15 | -40%[inhibitor]
CCOC(=O)c1ccc(-c2ccc(/C=C(\C#N)C(=O)Nc3cccc(C)c3)o2)cc1 | -7 | ?
O=c1[nH]c2ccc(NCc3ccc(-c4ccccc4F)o3)cc2[nH]1 | 13 | -5%
COc1ccc(/C=C(/C#N)c2nc(-c3ccc(-c4ccccc4)cc3)cs2)cc1OC | 9 | -1%
CC(C)(C)c1ccc(C(=O)NC2=NC(c3cccc(F)c3)CC(=O)N2)cc1 (stereo unspecified) | 0 | 3%
Cc1cccc(C(=O)NCC(=O)OCc2cc(=O)n3nc(CC(C)C)sc3n2)c1 | -26 | i
O=S(=O)(c1ccc(Br)cc1)c1nc(-c2cccs2)oc1SCc1ccccc1F | -2 | -5%
CCc1cccc(C)c1NC(=O)Cn1cc2c(n1)CCCCC2 | -5 | i
Cc1ccc(C(=O)Nc2ccc(-c3cn4cccnc4n3)cc2)cc1C | 5 | -14%
COc1cccc(N2CCN(C(=O)c3cnn(-c4ccccc4Cl)c3C3CCN(C(=O)OC(C)(C)C)CC3)CC2)c1 | -5 | -12%
CCOC(=O)N1CCc2c(sc3c2c(=O)n(Cc2ccccc2)c(=O)n3Cc2cc(C)ccc2C)C1 | 5 | -15%
COc1ccccc1CNC(=O)c1ccc(-c2nc(CN3CCc4ccccc43)c(C)o2)cc1 | -15 | -28%
O=C(Cn1cc(C(=O)c2ccco2)c2ccccc21)Nc1ccccc1C(F)(F)F | -7 | i
